GoLoco inh red – qHTS Assay for Inhibitors of RGS12 GoLoco Motif Activity (Red Fluorophore). Gai1:RGS12 GoLoco peptide FP, rhodamine, 10 min. Guanine nucleotide-binding protein G(i) subunit alpha-1 (Homo sapiens), P63096. AID 880, 2007. 230,000 compounds, 0.44% hits. Potency, µM (titrated, usually from 61.6 µM), without a hit: at the highest dose activity, negative = inhibition, most hits filed as inhibitors; active means well fitted inhibition curve with a large enough effect, not every such curve was filed as active; inactive means no such curve, though single readings can be large or run the other way; further: on the % scale 0 is the no-effect control and ±100 the full control effect; nearly all actives have a fitted effect of over 30% in size; many of its hits are not listed in these tables
Luc counter – Counterscreen for Luciferase (Kinase-Glo TM) Inhibition; Kinase-Glo luciferase, ATP luminescence, 8 min; Potency, µM (titrated, usually from 38.3 µM), for the others: at the top dose activity change, negative = inhibition, hits mostly inhibitors; 200,000 compounds, 0.28% hits; further: on the % scale 0 is the no-effect control and ±100 the full control effect; nearly all actives have a fitted effect of over 60% in size
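Compound is pinned into ATP-containing buffer (10 uM ATP, imidazole pH 7.2, 7 mM MgCl2). Kinase-Glo luciferase reagent is then added. Light output is recorded following an 8-min room-temperature incubation.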
IMPase Li inh – qHTS Assay for Identifying the Cell-Membrane Permeable IMPase Inhibitors: Potentiation with Lithium | CHO-M1 cells, IP1 TR-FRET (IP-One), carbachol + lithium | Potency, µM (top dose mostly 59.4 µM), for the others: at the top dose activity, negative = IMPase inhibition, most hits filed as inhibitors | AID 1457, 2008 | 210,000 compounds, 0.35% hits;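 further: IP1 builds up when IMPase is blocked and the TR-FRET signal falls; plate controls were basal vehicle for no effect and high inhibitor control for full effect; nearly all actives have a fitted effect of over 50% in size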
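CHO-M1, 2000 cells/well, 16–30 h culture; cpd + low Li+, 30 min 37C; lysis with d2-IP1/Eu-anti-IP1 Ab, 10 min RT; TR-FRET 665/620 ratio and 620 channel; AC50 via Hill.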
Epigenetic reg – Quantitative High-Throughput Screen for Regulators of Epigenetic Control. Potency, µM (titrated, usually from 53.9 µM), inactives show at the top dose GFP activation, most hits filed as activators. murine LDR cells, GFP reporter derepression, 30 h. 280,000 compounds, 0.2% hits; further: % of control where 0% means no effect; nearly all actives have a fitted effect of over 60% in size
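Readout is the number of GFP-expressing murine LDR cells, counted by cytometry following washing. Cells were treated with compound for 30 h at 37 C; the stably integrated CMV-GFP locus is normally silent.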
SMN2 splice enh – qHTS Assay for Enhancers of SMN2 Splice Variant Expression | HEK293 SMN2-luciferase splicing reporter, luminescence, 30-36 h | Potency, µM (highest dose often 46.1 µM), for the others: at the highest dose activity change, positive = activation, most hits filed as activators | 210,000 compounds, 2.8% hits | AID 1458, 2008; further: % of control where 0% means no effect; nearly all actives have a fitted effect of over 55% in size
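qHTS luciferase splicing reporter: luminescence rises when SMN2 exon 7 is included in transfected HEK293 cells. Compound exposure lasted 30-36 h at 37C, with 4.5 mM final sodium butyrate as control, followed by a ONE-Glo read.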
RECQ1 helicase – qHTS Assay for Inhibitors of RecQ-Like Dna Helicase 1 (RECQ1). ATP-dependent DNA helicase Q1 (Homo sapiens), P46063. RECQ1 DNA unwinding, red fluorescence kinetic read. Potency, µM (highest dose often 57.3 µM), inactives show at the highest dose activity, negative = inhibition, actives largely listed as inhibitors. 240,000 compounds, 0.54% hits;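 further: plate controls were vehicle for no effect and no enzyme for full effect; nearly all actives have a fitted effect of over 30% in size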
Target sequence (P46063 whole entry, looked up): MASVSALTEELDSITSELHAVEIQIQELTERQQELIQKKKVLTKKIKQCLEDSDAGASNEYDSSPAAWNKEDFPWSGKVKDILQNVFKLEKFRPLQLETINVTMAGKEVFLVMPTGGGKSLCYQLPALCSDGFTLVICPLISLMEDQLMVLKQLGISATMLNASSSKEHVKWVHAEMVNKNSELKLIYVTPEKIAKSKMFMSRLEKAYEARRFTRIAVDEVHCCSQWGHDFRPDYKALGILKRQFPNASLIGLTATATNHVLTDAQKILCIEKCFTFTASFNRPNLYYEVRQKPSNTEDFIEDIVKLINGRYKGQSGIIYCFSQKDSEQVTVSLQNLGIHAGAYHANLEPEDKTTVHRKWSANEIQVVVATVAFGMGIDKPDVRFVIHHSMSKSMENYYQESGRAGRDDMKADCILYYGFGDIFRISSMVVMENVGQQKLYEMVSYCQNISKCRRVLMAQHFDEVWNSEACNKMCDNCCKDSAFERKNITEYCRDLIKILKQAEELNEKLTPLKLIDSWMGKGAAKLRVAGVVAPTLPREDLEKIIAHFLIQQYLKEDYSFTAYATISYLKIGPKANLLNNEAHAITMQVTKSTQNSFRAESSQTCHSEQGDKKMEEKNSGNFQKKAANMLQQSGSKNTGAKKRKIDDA
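RECQ1T1 50 nM; forked duplex (20 bp + 30-nt ss tails) 200 nM, ATP 2 mM final; pH 8.0, 2 mM MgCl2, 2.5 ug/ml poly(dI-dC); 15 min compound preincubation; discontinuous kinetic read over 2 h at RT.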
KDM4E inh – qHTS Assay for Inhibitors of Human Jumonji Domain Containing 2E (JMJD2E); Lysine-specific demethylase 4E (Homo sapiens), B2RXH2; JMJD2E catalytic domain, FDH-coupled NADH fluorescence (FDH is formaldehyde dehydrogenase); Potency, µM (series often up to 57.1 µM), inactives show top-dose activity change, negative = inhibition, hits mostly inhibitors; 230,000 compounds, 1.6% hits; active means well fitted inhibition curve with a large enough effect, not every such curve was filed as active; inconclusive means small, poorly fitted or top-dose-only effect, or another doubt; inactive means no such curve, though single readings can be large or run the other way;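 further: 0% = wells with enzyme and -100% = buffer wells without enzyme; nearly all actives have a fitted effect of over 50% in size; many of its hits are not listed in these tables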
Target sequence (B2RXH2 1-337 limits assumed): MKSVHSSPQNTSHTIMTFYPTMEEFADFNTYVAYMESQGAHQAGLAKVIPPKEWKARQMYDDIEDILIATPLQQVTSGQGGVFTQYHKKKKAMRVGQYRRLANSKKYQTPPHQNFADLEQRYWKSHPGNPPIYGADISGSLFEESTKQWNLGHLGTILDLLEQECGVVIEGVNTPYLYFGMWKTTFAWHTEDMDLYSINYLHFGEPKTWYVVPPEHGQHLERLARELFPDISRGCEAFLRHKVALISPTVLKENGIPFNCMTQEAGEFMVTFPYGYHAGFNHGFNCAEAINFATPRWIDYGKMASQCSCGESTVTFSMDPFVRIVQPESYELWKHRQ
NPSR antag – qHTS Assay for Antagonists of the Neuropeptide S Receptor: cAMP Signal Transduction; Q6W5P4; Potency, µM (top dose mostly 38.3 µM), for inactives: at the highest dose activity change, negative = inhibition, most hits filed as inhibitors; CHO-NPSR cells, cAMP TR-FRET, antagonist mode; AID 1461, 2008; 220,000 compounds, 1% hits; further: on the % scale 0 is the no-effect control and ±100 the full control effect; nearly all actives have a fitted effect of over 50% in size; many of its hits are not listed in these tables
An asterisk follows results filed as active; [ ] = another dose, or the depositor's remark. Unless noted, the call rests on the fitted dose curve; in most records, active means well fitted curve in the direction sought with a large enough effect; inconclusive means small, poorly fitted or top-dose-only effect, or another doubt; inactive means no such curve, though single readings can be large; an effect the other way counts as inactive or inconclusive. Potency means the concentration at half of the fitted maximal effect. A portion of the library; the hit share may differ from the screen's.

How did Cc1ccc(S(=O)(=O)N2CCC(C(=O)C3C(=O)CCCC3=O)CC2)cc1 do in these assays?
GoLoco inh red: -2%; Luc counter: -2%; IMPase Li inh: -2%; Epigenetic reg: -1.9%; RECQ1 helicase: -5%; KDM4E inh: -1%; NPSR antag: -8%

Results for COc1cc(Cn2c(N)c(C#N)c3nc4ccccc4nc32)cc(OC)c1 ?
Epigenetic reg: -0.3%; RECQ1 helicase: 2%; KDM4E inh: -8%; NPSR antag: -22%[46.1 µM]

What do the screens show for `COC(=O)c1cc(-c2c[nH]c3ccccc23)n[nH]1`?
GoLoco inh red: 1%; Luc counter: 6%; IMPase Li inh: 27%[38.3 µM]; Epigenetic reg: 0.0%; SMN2 splice enh: 14%; RECQ1 helicase: inactive; KDM4E inh: 7%; NPSR antag: -10%[46.1 µM]

Results for O=C(O)CCc1ccc(-c2ccc(Br)cc2)n1CC(=O)O ?
GoLoco inh red: 8%; Luc counter: 3%; IMPase Li inh: 2%[38.3 µM]; Epigenetic reg: 1.6%; SMN2 splice enh: 7%; RECQ1 helicase: 32µM*; KDM4E inh: inconclusive; NPSR antag: -12%[46.1 µM]

How did Cc1c(C(=O)Nc2ccc(Cl)cc2)c2ccccn2c1CCc1ccncc1 do in these assays?
GoLoco inh red: 15%; Luc counter: -2%; IMPase Li inh: -6%; Epigenetic reg: 0.0%; SMN2 splice enh: -3%; RECQ1 helicase: -5%; KDM4E inh: 3%; NPSR antag: inconclusive

What do the screens show for `CN(C)C(=O)c1ccc(NC(=O)c2ccccc2Sc2ccccc2C#N)cc1`?
GoLoco inh red: -1%; Luc counter: 2%; IMPase Li inh: 6%; Epigenetic reg: -0.1%; SMN2 splice enh: 9%; RECQ1 helicase: -4%; KDM4E inh: 11%; NPSR antag: 15%

What do the screens show for `CCOC(=O)N1CCN(C(=O)C(CC)n2nc(C)c3sc4ccccc4c3c2=O)CC1` (stereo unspecified)?
GoLoco inh red: 1%; Luc counter: 2%; IMPase Li inh: -13%[38.3 µM]; Epigenetic reg: 1.3%; SMN2 splice enh: -17%; RECQ1 helicase: -5%; KDM4E inh: -8%; NPSR antag: -18%[46.1 µM]

How did CCC(C(=O)N1CCN(c2ccccn2)CC1)n1nc(C)n2c(cc3occc32)c1=O (stereo unspecified) do in these assays?
GoLoco inh red: 4%; Luc counter: 5%; IMPase Li inh: 5%[38.3 µM]; Epigenetic reg: 1.5%; SMN2 splice enh: -21%; RECQ1 helicase: -10%; KDM4E inh: -10%; NPSR antag: -8%[46.1 µM]

What do the screens show for `CCCNS(=O)(=O)c1ccc(CCC(=O)NCc2cccnc2)cc1`?
GoLoco inh red: 3%; Luc counter: -4%; IMPase Li inh: 7%[38.3 µM]; Epigenetic reg: 4.2%; SMN2 splice enh: -2%; RECQ1 helicase: 1%; KDM4E inh: 2%; NPSR antag: 0%[46.1 µM]

How did Cc1ccc2c(c1)nnn2C1CCN(CC(=O)N2c3ccccc3CC2C)CC1 (stereo unspecified) do in these assays?
GoLoco inh red: -14%; Luc counter: -3%; IMPase Li inh: -1%[38.3 µM]; Epigenetic reg: -0.9%; SMN2 splice enh: -24%; RECQ1 helicase: inactive; KDM4E inh: inconclusive; NPSR antag: -17%[46.1 µM]

Results for O=C1Nc2ccccc2C12OCCCCO2 ?
GoLoco inh red: -3%; Luc counter: 2%; IMPase Li inh: 5%[38.3 µM]; Epigenetic reg: 0.8%; SMN2 splice enh: 5%; RECQ1 helicase: -5%; KDM4E inh: -4%; NPSR antag: -2%[46.1 µM]

How did CC(C)NCC(O)COCCOc1ccc(Br)cc1 (stereo unspecified) do in these assays?
GoLoco inh red: -4%; Luc counter: -1%; IMPase Li inh: 1%; Epigenetic reg: -0.7%; SMN2 splice enh: -4%; RECQ1 helicase: -10%; KDM4E inh: 4%; NPSR antag: 5%

Results for c1ccc(-c2ccc(-c3csnn3)cc2)cc1 ?
GoLoco inh red: 2%; Luc counter: -6%; IMPase Li inh: -17%[38.3 µM]; Epigenetic reg: -0.3%; SMN2 splice enh: inconclusive; RECQ1 helicase: 0%; KDM4E inh: -2%; NPSR antag: -2%[46.1 µM]

Results for CC(=O)Nc1ccc(C(=O)NNS(=O)(=O)c2ccc(C)cc2)cc1 ?
GoLoco inh red: 14%; Luc counter: 3%; IMPase Li inh: 1%; Epigenetic reg: -2.1%; SMN2 splice enh: 2%; RECQ1 helicase: inactive; KDM4E inh: inconclusive; NPSR antag: 2%

How did CN(c1ccc([N+](=O)[O-])cc1C(=O)Nc1ccccc1)C1CCCCC1 do in these assays?
GoLoco inh red: 0%; Luc counter: -2%; IMPase Li inh: 19%[38.3 µM]; Epigenetic reg: -1.2%; SMN2 splice enh: -13%; RECQ1 helicase: -19%; KDM4E inh: 3%; NPSR antag: inconclusive

Results for CCOC(=O)CCNC(=O)CNC(=O)OCc1ccccc1 ?
GoLoco inh red: 11%; Luc counter: 5%; IMPase Li inh: -6%[38.3 µM]; Epigenetic reg: 0.0%; SMN2 splice enh: -2%; RECQ1 helicase: -11%; KDM4E inh: 11%; NPSR antag: -7%[46.1 µM]

What do the screens show for `O=C(NC(=S)Nc1ccc2c(c1)OCCO2)c1cccc(Br)c1`?
GoLoco inh red: 8%; Luc counter: 0%; IMPase Li inh: 13%; Epigenetic reg: -1.2%; SMN2 splice enh: 13µM*; RECQ1 helicase: -15%; KDM4E inh: 10%; NPSR antag: -3%

What do the screens show for `O=C(Cc1ncc(C(F)(F)F)cc1Cl)Nc1ccc(F)cc1`?
GoLoco inh red: 2%; Luc counter: 4%; IMPase Li inh: 1%[38.3 µM]; Epigenetic reg: -7.7%; SMN2 splice enh: -5%; RECQ1 helicase: -1%; KDM4E inh: 3%; NPSR antag: -7%[46.1 µM]

How did CCC1(C)OCC(Cn2c3ccccc3c3ccccc32)O1 (stereo unspecified) do in these assays?
GoLoco inh red: -2%; Luc counter: -3%; IMPase Li inh: 2%; Epigenetic reg: -6.3%; SMN2 splice enh: -4%; RECQ1 helicase: -8%; KDM4E inh: -3%; NPSR antag: -8%[46.1 µM]

Results for CCn1cnc2c1c(=O)n(Cc1csc(-c3ccccc3)n1)c(=O)n2Cc1ccccc1 ?
GoLoco inh red: 12%; Luc counter: 13%; IMPase Li inh: -1%[38.3 µM]; Epigenetic reg: 0.0%; SMN2 splice enh: -19%; RECQ1 helicase: -21%; KDM4E inh: inconclusive; NPSR antag: -15%[46.1 µM]

What do the screens show for `CC1CCN(S(=O)(=O)c2ccc3[nH]cc(C(=O)NCCN4CCOCC4)c(=O)c3c2)CC1`?
GoLoco inh red: 6%; Luc counter: 2%; IMPase Li inh: 6%[38.3 µM]; Epigenetic reg: 0.0%; SMN2 splice enh: inconclusive; RECQ1 helicase: -14%; KDM4E inh: inconclusive; NPSR antag: -17%[46.1 µM]

How did CCOc1cc(S(=O)(=O)NCc2ccc3c(c2)OCO3)ccc1F do in these assays?
GoLoco inh red: 6%; Luc counter: 1%; IMPase Li inh: 14%[38.3 µM]; Epigenetic reg: -1.1%; SMN2 splice enh: 7%; RECQ1 helicase: -3%; KDM4E inh: 0%; NPSR antag: -18%[46.1 µM]

What do the screens show for `CC(=O)c1ccc(OCC(O)Cn2nnc3ccccc32)cc1` (stereo unspecified)?
GoLoco inh red: 6%; Luc counter: -2%; IMPase Li inh: -8%[38.3 µM]; Epigenetic reg: -2.2%; SMN2 splice enh: -11%; RECQ1 helicase: -9%; KDM4E inh: 8%; NPSR antag: -21%[7.67 µM]

How did COc1ccc(C2=CC(c3cc(OC)c(OC)c(OC)c3)NC(=S)N2)cc1 (stereo unspecified) do in these assays?
GoLoco inh red: 8%; Luc counter: -3%; IMPase Li inh: 17%[38.3 µM]; Epigenetic reg: 0.0%; SMN2 splice enh: 21%; RECQ1 helicase: inactive; KDM4E inh: 3%; NPSR antag: 2%[46.1 µM]

Results for Cc1ccc(C(=O)NC=C(Cl)Cl)cc1 ?
GoLoco inh red: 2%; Luc counter: -10%; IMPase Li inh: 23%[38.3 µM]; Epigenetic reg: -1.0%; SMN2 splice enh: 5%; RECQ1 helicase: -7%; KDM4E inh: -2%; NPSR antag: 5%[46.1 µM]

What do the screens show for `COc1ccc(-c2noc(-c3ccc(Cl)cc3)n2)cc1`?
GoLoco inh red: 4%; Luc counter: -1%; IMPase Li inh: 14%[38.3 µM]; Epigenetic reg: 0.0%; SMN2 splice enh: 11µM*; RECQ1 helicase: -5%; KDM4E inh: 16%; NPSR antag: 0%[46.1 µM]

Quoted at random: two records from the list
What do the screens show for `CC1CCN(S(=O)(=O)c2ccc3[nH]cc(C(=O)NCCN4CCOCC4)c(=O)c3c2)CC1`?
GoLoco inh red: 6%; Luc counter: 2%; IMPase Li inh: 6%[38.3 µM]; Epigenetic reg: 0.0%; SMN2 splice enh: inconclusive; RECQ1 helicase: -14%; KDM4E inh: inconclusive; NPSR antag: -17%[46.1 µM]

What do the screens show for `COc1ccc(-c2noc(-c3ccc(Cl)cc3)n2)cc1`?
GoLoco inh red: 4%; Luc counter: -1%; IMPase Li inh: 14%[38.3 µM]; Epigenetic reg: 0.0%; SMN2 splice enh: 11µM*; RECQ1 helicase: -5%; KDM4E inh: 16%; NPSR antag: 0%[46.1 µM]

Taken from above (2 entries):
What do the screens show for `CC1CCN(S(=O)(=O)c2ccc3[nH]cc(C(=O)NCCN4CCOCC4)c(=O)c3c2)CC1`?
GoLoco inh red: 6%; Luc counter: 2%; IMPase Li inh: 6%[38.3 µM]; Epigenetic reg: 0.0%; SMN2 splice enh: inconclusive; RECQ1 helicase: -14%; KDM4E inh: inconclusive; NPSR antag: -17%[46.1 µM]

How did CCOc1cc(S(=O)(=O)NCc2ccc3c(c2)OCO3)ccc1F do in these assays?
GoLoco inh red: 6%; Luc counter: 1%; IMPase Li inh: 14%[38.3 µM]; Epigenetic reg: -1.1%; SMN2 splice enh: 7%; RECQ1 helicase: -3%; KDM4E inh: 0%; NPSR antag: -18%[46.1 µM]

Assay outcomes from PubChem BioAssay.
